PvdQ inh = blocks Pseudomonas aeruginosa PvdQ acylase activity | purified PvdQ acylase, fluorescence plate reader | inhibition, % at 10 µM | 0.063% of 340,000 active; in the data active = inhibition above about 30%, passing the limit was not always enough;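 note: 0% = vehicle neutral wells and 100% = reference inhibitor wells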
RTF Ca sens inh = cardiac RTF calcium desensitization; P19429+P45379; IANBD-labeled cardiac RTF, Ca2+ fluorescence; inhibition, % at 7.15 µM; 0.12% of 340,000 active;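 active = inhibition above the mean inhibition of all tested compounds plus 3 SD, cut at about 17% in these data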;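 note: assay run at fixed EC70 calcium of 1.6 mM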
PKA-R2B activ = activates the human PKA-R2B holoenzyme complex | activation, % at 11.4 µM | PKA-R2B holoenzyme dissociation, Cy5-IP20 fluorescence polarization; R2B truncated from residue 108, S112A mutant; 0% DMSO only, 100% 113 µM cGMP | 0.079% of 340,000 active | AID 504700 | P22694+P31323;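 active = activation above a cutoff set at the mean over all compounds plus 3 SD, cut at about 18% in these data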;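 note: higher means more holoenzyme dissociation and a rise in polarization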
Target sequence (P31323 whole entry, looked up, other chains not shown, the tested form may be a part): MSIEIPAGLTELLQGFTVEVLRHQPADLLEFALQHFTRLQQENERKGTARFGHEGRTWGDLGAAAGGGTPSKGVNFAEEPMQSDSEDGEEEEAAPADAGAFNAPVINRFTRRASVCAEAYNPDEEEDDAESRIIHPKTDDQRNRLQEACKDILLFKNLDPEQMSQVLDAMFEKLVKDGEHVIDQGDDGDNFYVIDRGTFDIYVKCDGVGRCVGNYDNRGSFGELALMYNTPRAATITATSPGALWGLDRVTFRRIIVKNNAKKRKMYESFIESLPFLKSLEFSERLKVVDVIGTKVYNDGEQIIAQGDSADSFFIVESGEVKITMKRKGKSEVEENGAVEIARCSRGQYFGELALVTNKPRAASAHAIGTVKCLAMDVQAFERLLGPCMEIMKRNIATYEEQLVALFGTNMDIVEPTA
SR-BI uptake up = activators of SR-BI mediated HDL lipid uptake | 0.096% of 320,000 active | CHO ldlA[mSR-BI] cells, DiI-HDL uptake fluorescence, 3 h; 100 = double the neutral-control signal | activation, % at 12.5 µM;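 active = mean replicate activation of at least 60% and every replicate at or above 60%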;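 note: 0% = median plate neutral-control signal and 100% = twice that signal; values of inactives mirror those of a sister screen read the other way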
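system = CHO ldlA[mSR-BI] cells, LDL receptor-null, SR-BI overexpressing | medium = Ham's F12 with 0.5% BSA, HEPES 25 mM, pH 7.4 | probe or stimulus = DiI-HDL 10 µg/mL | compound dosing = single-point compound dose | incubation = compound exposure 3 h, 37 °C | technique = DiI fluorescence, bottom read | read-out = cell-associated DiI fluorescence as measure of HDL uptake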
DAGLB inh = blocks human DAGLB lipase activity | inhibition, % at 5.17 µM | HEK293T DAGLB membrane lysate, EnzChek fluorogenic substrate | 0.059% of 340,000 active | Q8NCG7; in the data active = inhibition above about 34%;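 note: 0% = enzyme with vehicle and 100% = wells lacking enzyme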
Target sequence (Q8NCG7 whole entry, looked up): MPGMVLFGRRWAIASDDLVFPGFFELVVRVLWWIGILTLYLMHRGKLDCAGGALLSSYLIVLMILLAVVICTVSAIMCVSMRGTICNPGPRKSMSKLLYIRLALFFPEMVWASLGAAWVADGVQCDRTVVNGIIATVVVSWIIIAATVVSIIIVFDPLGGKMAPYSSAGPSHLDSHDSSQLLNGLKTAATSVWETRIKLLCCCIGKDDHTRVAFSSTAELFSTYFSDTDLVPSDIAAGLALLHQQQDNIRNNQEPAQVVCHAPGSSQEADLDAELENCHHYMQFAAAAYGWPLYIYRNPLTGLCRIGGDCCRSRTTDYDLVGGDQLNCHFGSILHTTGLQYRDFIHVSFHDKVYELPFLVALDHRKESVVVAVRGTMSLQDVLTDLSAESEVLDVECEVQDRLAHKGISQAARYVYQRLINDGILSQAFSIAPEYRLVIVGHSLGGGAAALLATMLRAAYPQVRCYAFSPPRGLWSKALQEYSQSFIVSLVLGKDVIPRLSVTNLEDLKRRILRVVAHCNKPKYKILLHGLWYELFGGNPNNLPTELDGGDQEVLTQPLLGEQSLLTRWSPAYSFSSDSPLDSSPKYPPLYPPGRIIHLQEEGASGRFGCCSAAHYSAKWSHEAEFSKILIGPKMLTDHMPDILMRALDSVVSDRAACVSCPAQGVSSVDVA
Keap1 Nrf2 FP = Keap1-Nrf2 (human) interaction inhibition | Q14145 | Keap1 Kelch-Nrf2 peptide fluorescence polarization, 1536-well | inhibition, % at 9.4 µM | 0.15% of 340,000 active | AID 504523; in the data active = inhibition above about 12%;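 note: human Keap1 Kelch domain with fluorescein labeled Nrf2 9mer peptide probe; 0% = neutral control wells and 100% = peptide positive control; higher means more block of Keap1 binding to Nrf2 peptide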
Arr AP2 block = inhibitors of human beta-arrestin and AP2 interaction; FITC-arrestin peptide / GST-AP2 beads, flow cytometry; AP2 beta2 appendage carries R879A mutation; inhibition, % at 10 µM; 0.31% of 340,000 active;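 active = inhibition above a set limit, near 3 SD of compounds lacking own fluorescence, cut at about 54% in these data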;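 note: plate controls were DMSO wells for no effect and 5 µM unlabelled arrestin peptide for full effect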
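System: GST-AP2 R879A glutathione beads; medium: PBS, Tween 20 0.05%, BSA 0.1%; reagent: fluorescein-tagged arrestin peptide at 50 nM final; schedule: pre-incubation 12 min, peptide binding 1 h, room temperature; detection: flow cytometry, FL1 (488/535 nm); read-out: inhibition as reduced fluorescein signal on beads, percent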
C-LANA FP = inhibitors of KSHV LANA C-terminal domain DNA binding; AID 504423; MBP-C-LANA/FAM-LBS DNA binding, fluorescence polarization; inhibition, % at 9 µM; 0.078% of 340,000 active;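 active = highest replicate inhibition at or above 60% at 9 µM, even if other replicates fall short; inactive = all replicates below 60% inhibition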;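 note: 0% = neutral control wells and 100% = 4 µM acridine orange control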
SR-BI HDL uptake = mouse SR-BI HDL lipid transfer inhibition | inhibition, % at 12.5 µM | 0.96% of 320,000 active | ldlA[mSR-BI] CHO cells, DiI-HDL uptake fluorescence, 3 h | Q61009;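 active = mean replicate inhibition of at least 70% and a set share of replicates each scoring 70 or more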;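 note: 0% = median of neutral control wells and 100% = median of positive control wells; values of inactives mirror those of a sister screen read the other way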
NSD2 HMT inh = NSD2 (human) methyltransferase inhibition | O96028 | NSD2 peptide methylation, AlphaScreen, 120 min | inhibition, % at 12.5 µM | 0.54% of 310,000 active | AID 743445; in the data active = inhibition above about 50%
Active calls of the source: *; nt = no result given.

SMILES	PvdQ inh	RTF Ca sens inh	PKA-R2B activ	SR-BI uptake up	DAGLB inh	Keap1 Nrf2 FP	Arr AP2 block	C-LANA FP	SR-BI HDL uptake	NSD2 HMT inh
CCOC(=O)C1=C(C)N=C2SC(C)C(=O)N2C1c1ccccc1 (configuration not stated)	-13.6	-6.3	-5.9	-5.7	-2.3	-9.2	-37.2	1.5	5.7	0.3
C1=CCC(CN2CCN(C3CCCCCC3)CC2)CC1 (configuration not stated)	-10.9	-5.3	-5.0	28.3	2.9	0.8	-1.8	1.6	-28.3	2.0
CC(C)OC(=O)c1nnn(-c2nonc2N)c1CSc1ccccn1	-23.5	-8.7	-7.5	18.2	-6.1	-4.5	-5.4	-0.1	-18.2	nt
O=C(Nc1cccc(S(=O)(=O)N2CCCCCC2)c1)c1ccc2c(c1)OCO2	-4.4	4.0	-9.4	-42.1	-0.7	-4.8	13.3	0.8	42.1	-1.2
Cc1cccc(-c2nn(-c3ccccc3)cc2C(=O)Nc2cccc(S(=O)(=O)NC3=NCCC3)c2)c1	-2.2	-3.3	-5.9	-37.3	0.4	0.7	3.5	-0.6	37.3	2.9
CC(=O)c1ccc(N2CCN(C(=O)c3cn(Cc4ccccc4)nc3-c3cccnc3)CC2)c(F)c1	-2.7	-7.1	-5.5	4.9	2.9	-5.6	2.8	-1.5	-4.9	-3.0
COc1ccc(-c2cccc(-c3cc(=O)oc4cc5c(cc34)OCO5)c2)cc1	-4.4	-1.4	-4.0	-27.1	-0.8	3.4	40.2	2.2	27.1	nt
CCCc1nnc(SCC(=O)NC2CC2)n1C	-4.2	-2.6	-2.5	nt	-1.9	-1.7	13.2	-0.2	nt	-3.2
CCCNc1nc(C)nc2c1cnn2CCc1ccccc1	-3.5	-0.9	-9.3	19.3	-3.1	-0.8	24.1	-2.4	-19.3	-0.8
Cc1cccc(C2c3[nH]c4ccccc4c3CCN2Cc2ccc(C)s2)n1 (configuration not stated)	-14.5	-6.9	-1.3	-33.2	-2.7	-3.1	-7.6	0.8	33.2	1.9
O=C(Nc1ccc(N2CCN(C(=O)c3ccco3)CC2)cc1)c1cccc(F)c1	-14.0	-9.7	1.6	-32.9	2.1	-2.5	0.0	-0.7	32.9	-2.2
Cc1ccc(S(=O)(=O)N2CCCCC2)cc1NC(=O)COc1ccccc1F	-4.7	4.4	-3.3	-31.0	-2.5	3.6	-8.7	0.8	31.0	-1.6
Cc1onc(-c2c(Cl)cccc2Cl)c1C(=O)N1CCN(Cc2ccccc2)CC1	20.9	-8.2	-3.1	nt	-1.6	-3.3	0.1	0.4	nt	-0.8
Cc1cc(C)cc(Oc2ccccc2/C=C\C(=O)O)c1	-7.9	-8.7	-0.1	2.0	4.3	1.0	17.0	0.1	-2.0	-3.1
O=C1c2ccccc2-c2nnc(-c3ccc(F)cc3)cc21	-17.0	5.2	-3.8	-6.3	-1.9	-3.0	-11.2	-0.5	6.3	-5.8
CC(C)Cc1nnc(NC(=O)CCC(=O)N2CCC(C)CC2)s1	-10.4	-3.4	0.6	-3.0	2.3	4.5	-6.5	-1.3	3.0	3.0
c1ccc(-c2cnc(-c3ccccc3)nn2)cc1	12.0	7.3	-1.8	10.1	-9.5	-2.3	28.0	0.1	-10.1	nt
N#Cc1ccccc1S(=O)(=O)N1CCC(C(=O)NCc2ccccc2CN2CCCC2)CC1	3.4	5.7	-3.0	7.7	1.0	1.1	16.7	-0.9	-7.7	-1.0
O=C(NCCCN1CCN(CCCNC(=O)c2ccccc2F)CC1)c1ccccc1F	-16.5	3.7	3.5	-10.8	-2.4	-13.5	6.4	-1.0	10.8	nt
COCC(C)n1c(SCC(=O)c2cc(C)n(C)c2C)nc2ccccc2c1=O (configuration not stated)	-0.5	-4.8	8.8	-22.6	-2.8	-2.0	28.1	-5.4	22.6	1.5
CC1(c2cccs2)CC(c2cccs2)=C(C#N)C(=O)N1 (configuration not stated)	-6.8	-0.3	-5.5	4.8	1.7	-1.6	4.3	-0.9	-4.8	1.6
O=C1CC(N2CCN(S(=O)(=O)c3ccccc3F)CC2)C(=O)N1c1ccccc1Cl (configuration not stated)	-12.2	-7.7	8.3	-5.3	-0.4	-2.5	-3.3	-1.7	5.3	-0.7
CCCc1cc(C(=O)N2CCCC(Cc3ccccc3C)(C(=O)OCC)C2)no1 (configuration not stated)	0.5	-8.2	8.1	-5.4	-8.3	1.9	10.8	-2.0	5.4	-13.8
CCCNC(=O)Cc1c(C)n(C(=O)c2ccc(Cl)cc2)c2ccc(OC)cc12	7.1	-6.5	-7.8	-15.8	-4.0	-4.3	7.6	1.0	15.8	-0.5
CC1(C)Cc2c(c(N3CCOCC3)nc3sc(-c4ccc(C(=O)O)o4)c(N)c23)CO1	-9.1	-15.2	-0.4	-14.0	2.1	-12.7	-9.3	-0.1	14.0	9.8
Cc1cccc(NC(=S)NCCc2ccccc2)c1C	-7.6	3.5	3.5	-23.9	-3.3	-1.2	-3.1	-0.7	23.9	0.7
O=C(Cc1cccs1)NC(c1ccccc1)c1ccccc1	-19.0	-19.0	-1.4	-9.4	0.8	-0.6	-8.3	2.4	9.4	-1.8
COc1ccccc1NC(=O)c1c(Nc2ccccc2F)sc(C(=O)Nc2cccc(Cl)c2)c1N	5.2	1.8	9.0	-74.6	-14.4	0.3	5.4	-1.2	74.6*	1.9
COc1ccc(C(=O)C[n+]2cccc(Br)c2)cc1	7.6	-4.4	2.5	4.0	0.8	-0.6	-13.3	0.0	-4.0	0.1
CCOCCCNS(=O)(=O)c1ccc(NC(=O)c2ccc(OC)c([N+](=O)[O-])c2)cc1	-5.3	3.5	-0.5	-59.0	3.6	-1.6	55.8*	1.3	59.0	0.9
Cn1c2ccccc2c2cc(/C=N/NC(=O)c3ccc(N)cc3)ccc21	10.8	-1.3	3.0	-67.4	1.3	-3.3	-0.2	-0.1	67.4	4.4
CCC(C)C1NC(=S)N(Cc2ccccc2)C1=O (configuration not stated)	9.9	-3.7	-6.5	-6.2	-1.7	-3.5	9.8	-1.5	6.2	-3.0
CC(=O)Nc1ccc(S(=O)(=O)N2CCN(C(=O)N3CCOCC3)CC2)cc1	0.5	1.6	-14.5	9.7	-3.0	-5.9	-1.4	1.4	-9.7	-1.4
NNC(=O)c1ccccc1OCCOc1ccccc1	-2.2	11.5	-6.7	1.2	-3.9	-0.1	31.5	0.0	-1.2	3.2
O=C(N/N=C\c1ccc(Cl)cc1Cl)c1sccc1-n1cccc1	-3.5	-6.4	-1.0	-43.9	-5.5	4.8	-4.8	1.1	43.9	-0.1
CNS(=O)(=O)c1cc(NC(=O)c2cccc3cccnc23)ccc1C	-18.2	-13.0	16.2	-43.9	-1.9	-0.4	-10.3	-1.2	43.9	-3.7
O=C(Cc1cccc(NC(=O)C2CCN(C(=O)CCc3ccccc3)CC2)c1)Nc1cccc(C(=O)N2CCCCC2)c1	14.5	-6.5	-1.4	-48.4	-0.1	-5.3	14.1	-1.6	48.4	nt
COc1ccc(-c2c(=O)n(OC)c3ccccc3[n+]2[O-])cc1OC	4.8	-8.3	0.2	-10.8	0.0	-4.1	36.9	4.6	10.8	0.0
C#CCOCCOCCOCCNc1nc(N2CCN(C(=O)CCCCCCCCCCNC(=O)[C@H](CO)n3cc(CCCSC)nn3)CC2)nc(N2CCN(C(=O)CCCCCCCCCCNC(=O)[C@H](CO)n3cc(CCCSC)nn3)CC2)n1	-1.5	-0.5	-12.9	19.1	-1.3	-2.8	5.6	0.2	-19.1	nt
C#CCOc1ccc2c3c(c(=O)oc2c1)CCCC3	-0.8	-4.5	-5.4	-5.9	-6.1	-0.8	-3.9	0.7	5.9	-1.0
Cc1ccc(CC(=O)NCCCn2ccnc2)cc1	-22.8	-11.8	-9.4	6.2	1.4	-12.1	-4.2	0.3	-6.2	-3.1
CCOC(=O)[C@H]1[C@H]2COc3ccccc3[C@@H]2N2C(=O)c3cc(F)c(F)cc3NC(=O)[C@@]12C	-7.2	-3.8	-4.7	8.4	-2.3	4.7	3.6	2.4	-8.4	nt
Cc1ccc(CN2CC(C(=O)OCc3ccccc3Cl)CC2=O)cc1 (configuration not stated)	-9.2	-10.3	-8.2	9.1	-7.4	-6.7	4.0	-9.5	-9.1	-1.3
Cc1nc(CC(=O)Nc2nc(-c3ccccc3)cs2)cs1	-4.7	-7.6	3.5	1.2	-1.5	-0.9	19.9	0.3	-1.2	2.6
COc1cc(NC(=O)C2C3CCC(O3)C2C(=O)O)cc(OC)c1 (configuration not stated)	-24.6	-16.9	-4.3	-7.2	1.9	-6.3	-6.3	-1.5	7.2	-1.9
Cc1ccc(OCCCC(=O)Nc2nccs2)cc1	-11.8	-21.0	-3.7	nt	-1.1	-4.6	7.2	-1.1	nt	0.9
O=C(O)c1ccc(C(=O)C(=O)c2ccccc2)cc1	2.7	-4.9	-2.6	25.8	-0.6	-2.0	37.5	-0.2	-25.8	nt
O=C(CN(Cc1ccccc1)S(=O)(=O)c1ccc(F)cc1)NCCC1=CCCCC1	-8.9	-3.2	-5.3	1.3	-9.9	2.8	-5.7	2.4	-1.3	-3.6
S=C(N/N=C/c1ccc(Cl)c(Cl)c1)Nc1ccccc1Cl	-8.6	-6.7	-4.1	-41.2	-12.4	1.2	2.5	1.1	41.2	-1.7
O=C(CCC(=O)Nc1nnc(C2CCCCC2)s1)Nc1ccccc1	-8.8	-6.1	-1.5	-0.5	-2.1	-1.3	-13.1	0.2	0.5	-4.7

More results.
SMILES	PvdQ inh	RTF Ca sens inh	PKA-R2B activ	SR-BI uptake up	DAGLB inh	Keap1 Nrf2 FP	Arr AP2 block	C-LANA FP	SR-BI HDL uptake	NSD2 HMT inh
Cc1nc2cc(NC(=O)N3CCN(c4ccccn4)CC3)ccc2o1	0.9	-5.7	-9.9	-34.0	-1.0	2.5	14.4	-0.9	34.0	-0.9
C=CCn1c(SCc2nc3ccccc3c(=O)[nH]2)nc2ccccc2c1=O	-5.3	-0.4	-6.8	2.4	-1.7	-0.1	-5.7	0.8	-2.4	1.2
COc1ccc(OCc2nc(C#N)c(NCCCn3ccnc3)o2)cc1	-10.1	-8.1	-9.2	1.2	-0.3	-2.9	-0.8	0.1	-1.2	nt
O=C(CSc1ccc2nnc(-c3cccnc3)n2n1)N1CCOCC1	-13.3	-8.5	-0.9	3.6	1.5	4.1	2.4	-0.3	-3.6	nt
O=C1N[C@@H](Cc2ccccc2)C(=O)N2[C@H]1C[C@]1(Br)c3ccccc3N(S(=O)(=O)c3ccccc3)[C@H]21	-13.2	1.7	-2.4	-12.8	3.0	-3.2	7.2	-1.3	12.8	nt

High-throughput results from PubChem BioAssay.
